Source: PubChem (several laboratories)
UTI89 phage lysis: protection from phage-mediated lysis, alamar blue read-out – E. coli UTI89, K1F phage, bacterial capsule biogenesis inhibitors (AID 488966) | E. coli UTI89 K1F phage lysis, alamar blue, 2 h; higher % means a stronger effect | inhibition, % at 100 µM, or IC50 in µM where a hit was titrated | 340,000 tested, 0.02% active;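 active = phage lysis inhibition, versus mean bacterial control, above a set limit; inconclusive = no clear call, values can overlap the other calls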;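 also: capsule biogenesis inhibitors block K1F phage lysis so surviving cells raise fluorescence; higher fluorescence means more inhibition of phage lysis; actives were called in the ten point dose series up to 300 µM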
West Nile virus CPE: inhibition of WNV-induced cytopathic effect – cell-based, CPE readout (AID 1621); West Nile virus-infected cells, CPE inhibition; higher % means a stronger effect; one-dose CPE inhibition, % at 10 µM; IC50 in µM for titrated hits; 290,000 tested, 0.02% active; in the data active = a potency from the dose series; inconclusive = CPE inhibition mostly from about 3.7% at the one dose, without a potency; inactive = the rest, 99 in 100 with CPE inhibition below about 2.2%; also: strong numbers were not always called active
Salmonella PhoP GFP: inhibitors of PhoP regulon expression, primary screen, Salmonella Typhimurium, GFP reporter (AID 1863); one-dose inhibition, % at 50 µM; IC50 in µM for titrated hits; S. Typhimurium PhoP-regulated promoter GFP reporter, 4 h; higher % means a stronger effect; 300,000 tested, 0.16% active;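 active = inhibition over 29.93%, a cutoff 3 SD above the screen mean, later confirmed by dose response; inconclusive = inhibition over 29.93% but no dose response follow-up; inactive = inhibition at most 29.93% or unconfirmed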;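 also: 0% = low Mg2+ inducing control and 100% = high Mg2+ repressing control; strong numbers were not always called active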
T cell modulator: T cell immune modulation candidate | AID 2052 | 2C CD8+ T cell-vesicle binding, flow cytometry; active compounds read low | 330,000 tested, 0.068% active | calls only at 7 µM;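 active = response, share of CD8 T cells binding vesicles, and their 90th percentile fluorescence all below set limits, cut at about 80% in these data, passing the limit was not always enough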
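material = purified 2C TCR transgenic mouse naive CD8+ T cells | controls = Unloaded micro-vesicles (low), QL9 vesicles with 0.7% DMSO (high) | detection = cytometric PE anti-B7-1 and Alexa647 anti-CD8 signals after 1% paraformaldehyde fixation | incubation = binding step 1.5 h, 37 °C, antibody labelling 20 min, ice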
Large T inhibition: SV40 large T antigen inhibitors, biochemical (AID 1903); SV40 large T antigen ATPase/helicase inhibition assay; higher % means a stronger effect; inhibition, % at 20 µM, or IC50 in µM where a hit was titrated; 310,000 tested, 0.39% active; in the data active = a potency from the dose series; inconclusive = inhibition mostly from about 32% at the one dose, without a potency; inactive = the rest, 99 in 100 with inhibition below about 32%; also: strong numbers were not always called active
MgcRacGAP inhibition: MgcRacGAP GTPase-activating activity inhibitors, confirmation, biochemical, ADP Hunter fluorescence. MgcRacGAP-stimulated Rac1 GTP hydrolysis, ADP Hunter fluorescence; higher % means a stronger effect; GST-tagged Rac1 F28L mutant substrate. one-dose inhibition, % at 30 µM; IC50 in µM for titrated hits. 340,000 tested, 0.6% active. AID 624330;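 active = first-screen hits whose inhibition reached a set limit at any dose in the follow-up dose series; inconclusive = inhibition above the set first-screen limit but never retested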;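 also: fluorescence reports GDP produced by GAP-driven GTP hydrolysis; strong numbers were not always called active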
NTR1 ag: NTR1-driven beta-arrestin-GFP spot formation – imaging, U2OS cells, high content, primary screen (AID 493036). agonist mode. activation, % at 20 µM. 330,000 tested, 0.17% active;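 active = activation at or above 40% of the spot to cytoplasm intensity ratio, with at least 20 cells analyzed; inconclusive = wells under 20 cells, flagged as cytotoxic or low count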;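 also: 0% = DMSO without peptide and 100% = 100 nM NTR1 peptide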
Target sequence (P30989 whole entry, looked up): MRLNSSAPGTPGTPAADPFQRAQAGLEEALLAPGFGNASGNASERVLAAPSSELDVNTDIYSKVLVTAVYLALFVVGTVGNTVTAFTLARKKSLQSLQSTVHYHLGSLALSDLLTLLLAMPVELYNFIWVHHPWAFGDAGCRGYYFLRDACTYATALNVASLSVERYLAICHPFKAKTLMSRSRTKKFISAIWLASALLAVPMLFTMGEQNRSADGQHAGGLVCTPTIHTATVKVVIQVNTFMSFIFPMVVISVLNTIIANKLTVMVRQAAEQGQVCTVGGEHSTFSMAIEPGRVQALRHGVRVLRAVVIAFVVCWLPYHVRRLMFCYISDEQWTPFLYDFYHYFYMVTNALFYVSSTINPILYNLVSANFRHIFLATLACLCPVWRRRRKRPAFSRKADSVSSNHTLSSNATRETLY
RSV antiviral HEp-2: inhibition of RSV-induced cytopathic effect – HEp-2 cells, primary 10 µM value included (AID 2391); HEp-2 cells, RSV-induced CPE inhibition; higher % means a stronger effect; 310,000 tested, 0.13% active; CPE inhibition, % at 10 µM, or IC50 in µM where a hit was titrated; in the data active = a potency from the dose series; inconclusive = CPE inhibition mostly from about 23% at the one dose, without a potency; inactive = the rest, 99 in 100 with CPE inhibition below about 21%; also: strong numbers were not always called active
Dengue-2 NS5 capping: flavivirus cap methylation enzyme inhibition – biochemical, confirmation dose response, primary screen (AID 588689). Dengue-2 NS5 methyltransferase capping enzyme assay, biochemical; higher % means a stronger effect. one-dose inhibition, % at 25 µM; IC50 in µM for titrated hits. 340,000 tested, 0.3% active; in the data active = a potency from the dose series; inconclusive = inhibition above about 29% without an active follow-up result
T cell modulator vesicle-bound %: recorded beside T cell modulator, whose call it bears; double positive events, %; measured here: CD8+ vesicle-bound cell fraction;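 binding gate set so that unloaded-vesicle control wells show 10% double positive cells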
NTR1 ag cell count 20 µM: also measured in NTR1 ag; calls as there; cell count; measured here: cell count, cytotoxicity flag
The depositor's hits bear a star; i = inactive; ? = inconclusive; . = no result given; [ ] = another dose, or the depositor's remark.

item	mol	UTI89 phage lysis	West Nile virus CPE	Salmonella PhoP GFP	T cell modulator	T cell modulator vesicle-bound %	Large T inhibition	MgcRacGAP inhibition	NTR1 ag	NTR1 ag cell count 20 µM	RSV antiviral HEp-2	Dengue-2 NS5 capping
1	O=C(O)c1cc(=O)[nH]c2ccc(S(=O)(=O)Nc3ccc(F)cc3)cc12	0.2%	-0.3%	-1%	i	43	-4%	3%	-0.2	99	-0.2%	-17%
2	Cc1cccc(C2Nc3ccccc3C(=O)N2c2ccccc2)n1 (centres undefined)	-0.5%[50 µM]	0.2%	-5%	i	24	11%	5%	-0.6	40	0.0%	-6%
3	O=C(c1cccs1)c1no[n+]([O-])c1C(=O)c1cccs1	-16%	0.2%	34µM*	i	44	23%	2%	20	45	-2.1%	?
4	Cn1c(C(=O)N2CCN(c3cccc(C(F)(F)F)c3)CC2)cc2sccc21	1.1%	?	2%	i	40	11%	8%	11	57	20%	-2%
5	CCc1nc2ccc(C(=O)NCc3ccccc3)cc2nc1CC	-0.4%	0.3%	3%	i	10	0%	1%	0.6	41	0.7%	-3%
6	COc1ccc(CNC(=O)[C@@H](C)NC(=O)[C@@H]2Cc3ccccc3CN2)cc1	5.8%	-0.6%	2%	i	43	5%	-1%	-2.9	83	0.2%	1%
7	O=C(CNC(=O)c1cccc(F)c1)N/N=C/c1cccnc1	2.9%	1.5%	-2%	i	52	21%	8%	-0.7	56	0.2%	-4%
8	O=C(Nc1cccc(NC(=O)C2CC3CCCC(C2)C3=O)n1)C1CC2CCCC(C1)C2=O (centres undefined)	0.3%	-0.3%	-9%	i	32	14%	12%	1.4	60	9.8%	-1%
9	O=S(=O)(Nc1ccc(C(F)(F)F)cn1)c1ccccc1	0.3%	-0.1%	-14%	i	35	-1%	11%	1.0	53	.	6%
10	C/C(=N\OCC(=O)OCC(=O)Nc1cc(S(C)(=O)=O)ccc1Cl)c1ccc2c(c1)OCO2	-0.6%[50 µM]	.	.	i	39	.	-5%	3.9	53	1.7%	-1%
11	CN(C)C1=NCCN1CC1CCCCC1	1.4%	.	.	i	35	3%	4%	0.7	91	0.2%	-7%
12	CCCCCN1C=CC=C/C1=C\C=C(C#N)C#N	.	0.0%	-7%	i	36	10%	.	-1.0	61	1.2%	.
13	CCCN(CC1CC1)c1nc(N)c(C#N)c(CC#N)c1C#N	0.1%	0.9%	12%	i	18	8%	6%	4.0	48	5.8%	0%
14	C(=N\n1cnnc1)/c1cccs1	6.0%	0.2%	-12%	i	48	2%	-1%	-0.8	58	0.6%	-4%
15	COc1ccc(OC)c(-c2csc(N(C)C(=O)c3ccco3)n2)c1	-0.2%	0.0%	-8%	i	44	35%	-6%	2.4	60	0.2%	3%
16	COc1ccc(NC(=O)C2CCCN(C(=O)c3ccc(Cl)cc3)C2)cc1Cl (centres undefined)	0.1%[50 µM]	.	.	i	35	.	0%	-0.9	45	3.2%	-1%
17	O=C(O)CSc1nc2ccccc2nc1Cc1ccccc1F	0.0%	0.6%	-8%	i	27	12%	6%	0.6	93	1.7%	-1%
18	Clc1ccccc1-c1nc2nc3ccccc3nc2n1-c1ccc2c(c1)OCO2	1.1%[50 µM]	0.2%	0%	i	50	17%	8%	4.6	55	?	-3%
19	COC(=O)c1ccc(C2C(C(=O)c3cc4ccccc4o3)=C(O)C(=O)N2c2cc(C)on2)cc1 (centres undefined)	-0.1%	-0.3%	1%	i	45	13%	9%	-0.1	50	9.1%	-38%
20	Nc1nnc(CCCCCc2nnc(N)s2)s1	15%	0.2%	-1%	i	34	17%	5%	2.5	51	1.5%	-10%

Single records (already shown). Values in the order: UTI89 phage lysis | West Nile virus CPE | Salmonella PhoP GFP | T cell modulator | T cell modulator vesicle-bound % | Large T inhibition | MgcRacGAP inhibition | NTR1 ag | NTR1 ag cell count 20 µM | RSV antiviral HEp-2 | Dengue-2 NS5 capping
Listed for O=C(CNC(=O)c1cccc(F)c1)N/N=C/c1cccnc1 : 2.9% | 1.5% | -2% | i | 52 | 21% | 8% | -0.7 | 56 | 0.2% | -4%
Listed for O=S(=O)(Nc1ccc(C(F)(F)F)cn1)c1ccccc1 : 0.3% | -0.1% | -14% | i | 35 | -1% | 11% | 1.0 | 53 | . | 6%
Listed for Clc1ccccc1-c1nc2nc3ccccc3nc2n1-c1ccc2c(c1)OCO2 : 1.1%[50 µM] | 0.2% | 0% | i | 50 | 17% | 8% | 4.6 | 55 | ? | -3%

Structures above that bear a hit mark in Salmonella PhoP GFP.
| entry | smiles | West Nile virus CPE | Salmonella PhoP GFP | T cell modulator | T cell modulator vesicle-bound % | Large T inhibition | MgcRacGAP inhibition | RSV antiviral HEp-2 | Dengue-2 NS5 capping |
| --- | --- | --- | --- | --- | --- | --- | --- | --- | --- |
| 3 | O=C(c1cccs1)c1no[n+]([O-])c1C(=O)c1cccs1 | 0.2% | 34µM* | i | 44 | 23% | 2% | -2.1% | ? |

The list goes on.
item	mol	UTI89 phage lysis	West Nile virus CPE	Salmonella PhoP GFP	T cell modulator	T cell modulator vesicle-bound %	Large T inhibition	MgcRacGAP inhibition	NTR1 ag	NTR1 ag cell count 20 µM	RSV antiviral HEp-2	Dengue-2 NS5 capping
21	O=C1CC(C(=O)N2CCc3ccccc32)CN1c1ccc(F)cc1 (centres undefined)	0.0%	-0.2%	5%	i	12	7%	-1%	-1.6	43	2.7%	-1%
22	O=S(N1CCCCCC1)C12CC3CC(CC(C3)C1)C2 (centres undefined)	0.4%	-0.4%	3%	i	17	5%	12%	-0.3	24	1.3%	2%
23	CC1(c2ccc3ccccc3c2)NC(=O)N(CC(=O)Nc2ncccc2O)C1=O (centres undefined)	0.6%[50 µM]	.	.	i	42	.	-2%	3.2	48	0.6%	-2%
24	CCCCNC(=O)COC(=O)c1c2c(nc3ccccc13)/C(=C/c1cccs1)CC2	0.8%[50 µM]	0.0%	-7%	i	17	12%	6%	.	.	3.1%	-1%
25	Cc1cc(NC(=O)Nc2ccc3c(ccn3C)c2)sn1	1.4%	-0.5%	-10%	i	29	4%	6%	2.4	63	9.2%	-7%
26	CC1(C)CC(=O)NC=C(c2ccccc2)C1	1.6%	0.5%	-8%	i	55	11%	7%	-0.4	50	2.2%	-1%
27	O=C(Nc1ccccc1F)c1ccccc1-c1ccccc1	1.2%[50 µM]	0.1%	2%	i	44	2%	6%	2.2	78	0.7%	-3%
28	COc1cccc(OCCNS(=O)(=O)c2ccccc2[N+](=O)[O-])c1	0.4%[50 µM]	.	.	i	58	.	1%	-2.6	54	.	0%
29	CCOc1ccc2cc(C#N)c(SCC(=O)OC)nc2c1	-0.1%	-0.5%	1%	i	18	7%	-1%	-0.4	73	2.5%	21%
30	O=C(CCCOc1ccc(Cl)cc1Cl)N/N=C/c1ccccc1	1.6%	-0.7%	-6%	i	48	7%	18%	13	39	6.4%	-4%
31	O=C(NCc1ccco1)c1ccc2c(c1)C(=O)c1ccccc1-2	-0.2%	0.2%	-5%	i	14	4%	19%	1.2	65	4.8%	7%
32	CC(=O)c1ccc(N2CCN(C(=O)CCCn3c(=O)[nH]c4ccccc4c3=O)CC2)cc1	0.3%	1.7%	0%	i	37	8%	7%	3.7	48	3.8%	-4%
33	Cc1ccc(C(C(=O)NC2CCCCC2)N(C(=O)Cc2c[nH]c3ccccc23)c2ccccc2C)o1 (centres undefined)	-0.1%	-0.3%	4%	i	8	22%	5%	0.9	54	2.7%	-2%
34	COc1ccc(CC(=O)Nc2cccc(S(=O)(=O)N3CCOCC3)c2)cc1OC	0.2%[50 µM]	.	.	i	36	.	1%	3.9	43	-0.5%	-4%
35	CC(C)Nc1nc(NC(C)C)nc(OCCOC(=O)Nc2ccccc2)n1	3.4%	0.4%	0%	i	62	22%	1%	3.6	64	1.6%	-12%
36	COCc1cccc(NC(=O)CCc2ccccc2)c1	.	-0.4%	-2%	i	58	7%	.	0.8	50	3.8%	.
37	Cc1cccc(C)c1-n1ncc(C(=O)NC2CCCC2)c1C1CCNCC1	0.3%	-0.1%	7%	i	27	9%	10%	0.2	64	0.0%	-4%
38	COc1cccc(/C=N/NC(=O)c2c(C)nc3ccc(Br)cn23)c1	0.3%	-0.3%	4%	i	32	11%	10%	-0.9	39	1.1%	3%
39	CN(C)c1nc(=NCc2ccco2)ss1	1.3%	-1.3%	-1%	i	56	?	?	.	.	2.8%	-1%
40	CC(C)[C@H]1C=C(C(=O)O)O[C@@H](OCCCCO)C1	-0.1%	0.4%	1%	.	.	5%	10%	5.9	83	-0.1%	-6%
41	COc1ccc(F)cc1S(=O)(=O)n1nc(C)cc1C	-0.4%	-1.7%	-3%	i	48	2%	-9%	-0.6	59	-0.5%	-3%
42	O=S(=O)(c1cnc[nH]1)N1CCN(C(c2ccc(F)cc2)c2ccc(F)cc2)CC1	0.0%	0.8%	-9%	i	45	10%	11%	2.9	64	-1.1%	-5%
43	COc1ccc(N2CC(C)Cn3c2nc2c3c(=O)n(Cc3ccc(C)cc3)c(=O)n2C)c(OC)c1 (centres undefined)	1.5%[50 µM]	-0.8%	1%	i	61	12%	0%	5.0	61	2.1%	-8%
44	Cc1cccc(C)c1NC(=O)CSCC(=O)O	0.4%	0.4%	2%	i	55	11%	11%	-1.1	28	0.9%	1%
45	CCCCOC(=O)C1CCCC(C)N1 (centres undefined)	1.0%	0.0%	-11%	i	40	12%	0%	0.0	52	0.6%	-1%
46	O=C(Nc1cc(C(F)(F)F)ccc1N1CCOCC1)c1cccnc1	0.5%	-0.4%	-1%	i	32	0%	-9%	-0.1	62	-0.3%	-1%
